TDP1 cell CPT – growth inhibition of DT40 Tdp1-/-;hTDP1 cells with camptothecin (screen for TDP1 inhibitors) | chicken DT40 Tdp1-/-;hTDP1 cells + 20 nM CPT, ATP luminescence, 48 h | Potency, µM (doses to about 46.2 µM), for inactives: at the top dose activity change, negative = growth inhibition, usual class: inhibitors | 420,000 tested, 12% active | AID 686979; further: nearly all actives have a fitted effect of over 55% in size
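Cell growth measured by CellTiter-Glo luminescence after a minimum 48 h, 37 C compound exposure with 20 nM CPT in Tdp1-knockout DT40 cells stably expressing hTDP1, seeded 400/well; qHTS titration format.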
TDP1 cell noCPT – qHTS for Inhibitors of human tyrosyl-DNA phosphodiesterase 1 (TDP1): qHTS in cells in absence of CPT. DT40 Tdp1-/- hTDP1 cells, no CPT, ATP luminescence, 48 h. Potency, µM (titrated, usually from 46.2 µM), without a hit: at the top dose activity change, negative = growth inhibition, usual class: inhibitors. 420,000 tested, 15% active; further: nearly all actives have a fitted effect of over 55% in size
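Chicken DT40 Tdp1-/- cells stably complemented with human TDP1 were seeded at 400 cells/well with DMSO in place of 20 nM camptothecin. After compound pinning, cells grew at least 48 hr at 37 °C; viability read by CellTiter-Glo luminescence.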
KAT2A inh – GCN5L2 (KAT2A) acetyltransferase inhibition; Q92830; AID 504327; GCN5L2 HAT assay, ThioGlo1 CoA-SH fluorescence; 390,000 tested, 0.21% active; Potency, µM (titrated, usually from 58.9 µM), for inactives: top-dose activity change, negative = inhibition, most hits filed as inhibitors
Target sequence (Q92830 whole entry, looked up): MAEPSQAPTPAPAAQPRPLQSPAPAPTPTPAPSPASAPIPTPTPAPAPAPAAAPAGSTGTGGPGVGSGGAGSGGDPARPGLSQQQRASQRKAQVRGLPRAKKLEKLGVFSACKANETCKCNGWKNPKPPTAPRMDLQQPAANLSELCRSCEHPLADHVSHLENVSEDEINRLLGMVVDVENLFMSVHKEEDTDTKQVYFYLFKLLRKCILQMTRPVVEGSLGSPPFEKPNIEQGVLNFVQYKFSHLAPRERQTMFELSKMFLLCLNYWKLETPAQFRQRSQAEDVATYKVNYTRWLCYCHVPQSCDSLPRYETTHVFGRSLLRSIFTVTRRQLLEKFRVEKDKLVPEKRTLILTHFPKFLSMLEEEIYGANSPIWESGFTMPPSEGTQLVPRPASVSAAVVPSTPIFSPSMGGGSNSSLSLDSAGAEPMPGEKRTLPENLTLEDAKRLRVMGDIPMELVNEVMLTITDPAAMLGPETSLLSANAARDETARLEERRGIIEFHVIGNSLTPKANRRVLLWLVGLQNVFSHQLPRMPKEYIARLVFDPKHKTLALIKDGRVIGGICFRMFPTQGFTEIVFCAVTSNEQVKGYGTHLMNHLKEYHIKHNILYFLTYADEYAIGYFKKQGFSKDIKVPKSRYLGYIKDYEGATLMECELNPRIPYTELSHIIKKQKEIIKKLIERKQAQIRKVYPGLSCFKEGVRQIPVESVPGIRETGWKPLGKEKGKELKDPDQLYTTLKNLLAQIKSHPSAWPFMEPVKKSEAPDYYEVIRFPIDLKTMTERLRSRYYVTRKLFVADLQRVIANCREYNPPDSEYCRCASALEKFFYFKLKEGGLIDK
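Enzyme at 20nM final was mixed with library compounds for 15 min at room temperature. Peptide H3(1-25) at 75uM, acetyl-CoA at 70uM and ThioGlo1 at 50uM were then added. Plates were read immediately and after 20 min (Ex340nm/Em540nm).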
* = called active by the depositor; [ ] = dose if it differs, or a comment. The call rests on the fitted dose curve; in most records, active means well fitted curve in the direction sought with a large enough effect; inconclusive means small, poorly fitted or top-dose-only effect, or another doubt; inactive means no such curve, though single readings can be large; an effect the other way counts as inactive or inconclusive. On the % scale 0 is the no-effect control and ±100 the full control effect; potency means the concentration at half of the fitted maximal effect.

COc1cccc2cc(-c3cc(=O)oc4ccc(O)cc34)oc12 was read as TDP1 cell CPT -21%, TDP1 cell noCPT inconclusive and KAT2A inh inconclusive.
Cc1cc(C)nc(Nc2n[nH]c(-c3ccccc3N)n2)n1 was read as TDP1 cell CPT -6%, TDP1 cell noCPT -26% and KAT2A inh -3%.
`O=C(Nc1ccc(N2CCOCC2)c(S(=O)(=O)Nc2ccccc2Cl)c1)c1ccc(=O)[nH]n1` gave TDP1 cell CPT inconclusive and TDP1 cell noCPT 16µM*.
For COc1ccc(C(C(=O)NC(C)(C)C)N(C(=O)CCC(=O)Nc2cc(C)on2)c2cccc(F)c2)cc1 (stereo unspecified) the results were TDP1 cell CPT 0%, TDP1 cell noCPT inconclusive and KAT2A inh -4%.
Screening Cc1ccc(NC(=O)c2nc(S(C)(=O)=O)ncc2N(Cc2ccccc2)Cc2ccco2)c(C)c1 returned TDP1 cell CPT 13µM*, TDP1 cell noCPT 18µM* and KAT2A inh -12%.
Screening CCCC1(C2CCCC2)NC(=O)NC1=O (stereo unspecified) returned TDP1 cell CPT -4% and TDP1 cell noCPT -4%.
For CC(NC(=O)COC(=O)CCc1ccc(S(=O)(=O)N2CCOCC2)cc1)C1CC2CCC1C2 (stereo unspecified) the results were TDP1 cell CPT -3%, TDP1 cell noCPT -24% and KAT2A inh -1%.
Screening Cc1cc(Nc2ccc(F)cc2Cl)n2nc(C)nc2n1 returned TDP1 cell CPT inconclusive, TDP1 cell noCPT -18% and KAT2A inh -4%.
`Cc1cc(C)n(-c2ccc(C(=O)OCC(=O)Nc3ccc(S(=O)(=O)N4CCOCC4)cc3)cc2)n1` gave TDP1 cell CPT -12%, TDP1 cell noCPT -18% and KAT2A inh -7%.
`CC(=O)Oc1ccc(C(=O)NCCc2ccccc2)cc1` gave TDP1 cell CPT 8%, TDP1 cell noCPT -14% and KAT2A inh -7%.
For COc1cc(C(=O)NC(=S)Nc2ccc3oc(=O)ccc3c2)cc(OC)c1OC the results were TDP1 cell CPT -1%, TDP1 cell noCPT -5% and KAT2A inh inconclusive.
`N=c1c(S(=O)(=O)c2ccccc2)cc2c(=O)n3ccccc3nc2n1Cc1cccnc1` gave TDP1 cell CPT inconclusive, TDP1 cell noCPT -30% and KAT2A inh -4%.
For CC(C)(C)OC(=O)[C@H](Cc1ccccc1)NC(=O)c1nc[nH]c1C(=O)NC1CCNCC1 the results were TDP1 cell CPT inconclusive, TDP1 cell noCPT -19% and KAT2A inh -4%.
`Cc1cc(C)n2nc(C(=O)Nc3cccc(S(=O)(=O)N4CCCC4)c3)nc2n1` gave TDP1 cell CPT 2%, TDP1 cell noCPT -4% and KAT2A inh 17%.
For CC(C)(C)c1ccc(OCCC(=O)OCC(=O)NC(=O)NC2CCCC2)cc1 the results were TDP1 cell CPT 18µM*, TDP1 cell noCPT 18µM* and KAT2A inh -15%.
Screening CCN(CC)C(=O)C1=C(C)N(Cc2ccc(C(C)(C)C)cc2)C(=O)C(CC(=O)NCCCN(C)C)C1 (stereo unspecified) returned TDP1 cell CPT -8% and TDP1 cell noCPT -4%.
Screening CC(=O)c1ccc(NC(=O)C2CCN(S(=O)(=O)c3ccc4c(c3)CCCN4C(=O)C3CCC3)CC2)cc1 returned TDP1 cell CPT 12µM*, TDP1 cell noCPT inconclusive and KAT2A inh 1%.
`O=C(NNC(=S)NC(=O)c1ccccc1)c1ccc([N+](=O)[O-])cc1` gave TDP1 cell CPT 13µM*, TDP1 cell noCPT 12µM* and KAT2A inh -24%.
CCOC(=O)C(NC(=O)CC(C)C)(Nc1sc(C)c(CC)c1C#N)C(F)(F)F (stereo unspecified) was read as TDP1 cell CPT inconclusive, TDP1 cell noCPT inconclusive and KAT2A inh -9%.
For O=C(CN1C(=O)C(=O)c2ccccc21)NCCc1ccccc1 the results were TDP1 cell CPT inconclusive, TDP1 cell noCPT inconclusive and KAT2A inh -11%.
For COc1ccc(CNC(=O)Cc2c(C)c3c(cc(C)c4c(C)coc43)oc2=O)cc1OC the results were TDP1 cell CPT -5%, TDP1 cell noCPT -9% and KAT2A inh -1%.
C=C1CCN(CC(=O)OC)S(=O)(=O)c2ccccc21 was read as TDP1 cell CPT 0%, TDP1 cell noCPT -8% and KAT2A inh -10%.
O=c1c2ccccc2c(-c2ccccc2)nn1-c1cc(Cl)cc(Cl)c1 was read as TDP1 cell CPT -4%, TDP1 cell noCPT inconclusive and KAT2A inh 6%.
O=C(O)C1C2CCC(C2)C1C(=O)NCCc1ccccc1 (stereo unspecified) was read as TDP1 cell CPT 3%, TDP1 cell noCPT 18% and KAT2A inh -4%.
For COc1cccc(CNC(=O)c2cc(C3CC3)nc3c2cnn3C(C)C)c1 the results were TDP1 cell CPT inconclusive, TDP1 cell noCPT inconclusive and KAT2A inh -8%.
For CN(C(=O)CC1C(=O)NCCN1CC1CCCCC1)C1CCOCC1 (stereo unspecified) the results were TDP1 cell CPT 0%, TDP1 cell noCPT 22% and KAT2A inh -1%.
For O=C(c1ccc(Cl)cc1)N(c1ccccn1)C1CCCCC1 the results were TDP1 cell CPT -30%, TDP1 cell noCPT 26µM* and KAT2A inh -8%.
For CCOc1ccc(CNc2ccc3c(c2)ncn3C(C)(C)C)cc1 the results were TDP1 cell CPT inconclusive, TDP1 cell noCPT 21µM* and KAT2A inh 2%.
COc1ccc(N2C(=O)CC(Sc3nc4ccccc4s3)C2=O)cc1OC (stereo unspecified) was read as TDP1 cell CPT 4.6µM*, TDP1 cell noCPT 2.9µM* and KAT2A inh -5%.
`COC(=O)C1=C(C)NC2=C(C(=O)CC(C)(C)C2)C1c1ccccn1` (stereo unspecified) gave TDP1 cell CPT 2%, TDP1 cell noCPT -3% and KAT2A inh -3%.
Screening COc1ccc(F)c(-c2nc(CN3CCN(C(=O)c4ccco4)CC3)c(C)o2)c1 returned TDP1 cell CPT 2%, TDP1 cell noCPT -28% and KAT2A inh -8%.
CC1=C[C@H]2OC(=O)[C@@H](C)[C@H]2C[C@@H]2[C@H]1C[C@@H](O)[C@@]2(C)O was read as TDP1 cell CPT 1%, TDP1 cell noCPT 5% and KAT2A inh 25%.
O=C(C1CCN(S(=O)(=O)c2ccc(Br)s2)CC1)N1CCc2ccccc21 was read as TDP1 cell CPT inconclusive, TDP1 cell noCPT inconclusive and KAT2A inh -2%.
For O=C(CC12CC3CC(CC(C3)C1)C2)NC(Cc1ccccc1)C(=O)O (stereo unspecified) the results were TDP1 cell CPT -2%, TDP1 cell noCPT 1% and KAT2A inh -3%.
Screening Cc1sc2ccccc2[n+]1CCCC[n+]1c(C)sc2ccccc21 returned TDP1 cell CPT 4.5µM* and TDP1 cell noCPT 2.5µM*.
Screening Cc1ccc(S(=O)(=O)N2CCC(n3c(C)nc4cccnc43)CC2)c(C)c1 returned TDP1 cell CPT 6.5µM*, TDP1 cell noCPT 7.3µM* and KAT2A inh 10%.
Screening Cc1ccc(S(=O)(=O)c2nc(-c3ccco3)oc2SCc2ccccc2Cl)cc1 returned TDP1 cell CPT inconclusive, TDP1 cell noCPT inconclusive and KAT2A inh -4%.
Screening O=C(c1cccc(F)c1F)N1CCOc2ccc(CN3CCN(Cc4ccccn4)CC3)cc2C1 returned TDP1 cell CPT 10% and TDP1 cell noCPT -8%.
For Cc1ccccc1Cn1cnc2ccccc21 the results were TDP1 cell CPT 18µM*, TDP1 cell noCPT 21µM* and KAT2A inh -3%.
`CCOC(=O)N1CCN(CCC(=O)Nc2cc(OC)ccc2OC)CC1` gave TDP1 cell CPT 3%, TDP1 cell noCPT -3% and KAT2A inh 8%.
`CC(C)CCc1noc(CN2CCN(CC(=O)NC(C)C)CC2)n1` gave TDP1 cell CPT 26µM*, TDP1 cell noCPT 26µM* and KAT2A inh 0%.
C/C(=C\C(=O)c1c(O)cc(C)oc1=O)N(C)C was read as TDP1 cell CPT inconclusive, TDP1 cell noCPT -23% and KAT2A inh -3%.
Screening Cc1c(C(=O)N2CCN(Cc3nccn3C)CC2)oc2c(F)cccc12 returned TDP1 cell CPT inconclusive and TDP1 cell noCPT inconclusive.
c1csc(CNc2nc(CN3CCCC(c4nc5ccccc5o4)C3)nc3ccccc23)c1 (stereo unspecified) was read as TDP1 cell CPT 11%[9.04 µM] and TDP1 cell noCPT inconclusive.
For Cc1cccc(C(=O)Nc2cccc(OC(=O)c3cccc(C)c3)c2)c1 the results were TDP1 cell CPT -6%, TDP1 cell noCPT -30% and KAT2A inh 6%.
`O=C(c1ccccc1)c1cccn1CC(=O)N1CCCCCC1` gave TDP1 cell CPT 0%, TDP1 cell noCPT -16% and KAT2A inh 3%.
For C=CCn1c(COc2ccc(Cl)cc2)nnc1SCC(=O)N/N=C/c1ccccc1 the results were TDP1 cell CPT -14%, TDP1 cell noCPT -10% and KAT2A inh -3%.
Screening CC(C)C(=O)Nc1ccccc1C(=O)N/N=C/c1ccc([N+](=O)[O-])cc1 returned TDP1 cell CPT -29%, TDP1 cell noCPT -21% and KAT2A inh 0%.
For Cc1ccc(OC(=S)Nc2ccccc2)c(C)c1 the results were TDP1 cell CPT inconclusive, TDP1 cell noCPT 16µM* and KAT2A inh -7%.
`CC(=O)OCc1nc2ccccc2s1` gave TDP1 cell CPT inconclusive, TDP1 cell noCPT 3% and KAT2A inh -1%.
For CC(NC(=O)COC(=O)c1ccco1)c1ccccc1 (stereo unspecified) the results were TDP1 cell CPT -7%, TDP1 cell noCPT -5% and KAT2A inh -2%.
Screening CN(C(=O)CSc1nnnn1-c1ccccc1)C1CCS(=O)(=O)C1 (stereo unspecified) returned TDP1 cell CPT 1%, TDP1 cell noCPT -1% and KAT2A inh -3%.
`COc1cc(/C=C2/SC(=S)N(Cc3ccccc3)C2=O)ccc1OS(C)(=O)=O` gave TDP1 cell CPT inconclusive, TDP1 cell noCPT inconclusive and KAT2A inh -5%.
For CCCOc1ccc(N2C(=O)CC(N(CCCO)C(=O)CC)C2=O)cc1 (stereo unspecified) the results were TDP1 cell CPT 16%, TDP1 cell noCPT 15% and KAT2A inh -4%.
Cc1ccc(CNC(=O)c2ccc(OCC3CCCO3)cc2)cc1 (stereo unspecified) was read as TDP1 cell CPT 1%, TDP1 cell noCPT -4% and KAT2A inh -2%.
COC(=O)C1CCN(C(=O)c2ccc3nccnc3c2)CC1 was read as TDP1 cell CPT -12%, TDP1 cell noCPT 10% and KAT2A inh 1%.
`CN(C)S(=O)(=O)N(CC(=O)Nc1ccc(F)c(F)c1)c1ccccc1` gave TDP1 cell CPT -17%, TDP1 cell noCPT -10% and KAT2A inh -10%.
CCc1ccc(NC(=O)C2CCN(S(=O)(=O)c3ccc4c(c3)N(C(C)=O)CCO4)CC2)cc1 was read as TDP1 cell CPT -28%, TDP1 cell noCPT 18µM* and KAT2A inh -23%.
`Cc1ccc(S(=O)(=O)N2CCN(c3ccnc4cc(Cl)ccc34)CC2)cc1C` gave TDP1 cell CPT inconclusive, TDP1 cell noCPT inconclusive and KAT2A inh -23%.
`Cc1cc(C[n+]2cc(Br)ccc2N)c2ncccc2c1` gave TDP1 cell CPT 12µM*, TDP1 cell noCPT 10µM* and KAT2A inh -23%.

Of the compounds above, 2 contain a COOH group.
O=C(O)C1C2CCC(C2)C1C(=O)NCCc1ccccc1 (stereo unspecified) was read as TDP1 cell CPT 3%, TDP1 cell noCPT 18% and KAT2A inh -4%.
For O=C(CC12CC3CC(CC(C3)C1)C2)NC(Cc1ccccc1)C(=O)O (stereo unspecified) the results were TDP1 cell CPT -2%, TDP1 cell noCPT 1% and KAT2A inh -3%.

Molecules listed so far that contain fluorine (7):
For COc1ccc(C(C(=O)NC(C)(C)C)N(C(=O)CCC(=O)Nc2cc(C)on2)c2cccc(F)c2)cc1 (stereo unspecified) the results were TDP1 cell CPT 0%, TDP1 cell noCPT inconclusive and KAT2A inh -4%.
Screening Cc1cc(Nc2ccc(F)cc2Cl)n2nc(C)nc2n1 returned TDP1 cell CPT inconclusive, TDP1 cell noCPT -18% and KAT2A inh -4%.
CCOC(=O)C(NC(=O)CC(C)C)(Nc1sc(C)c(CC)c1C#N)C(F)(F)F (stereo unspecified) was read as TDP1 cell CPT inconclusive, TDP1 cell noCPT inconclusive and KAT2A inh -9%.
Screening COc1ccc(F)c(-c2nc(CN3CCN(C(=O)c4ccco4)CC3)c(C)o2)c1 returned TDP1 cell CPT 2%, TDP1 cell noCPT -28% and KAT2A inh -8%.
Screening O=C(c1cccc(F)c1F)N1CCOc2ccc(CN3CCN(Cc4ccccn4)CC3)cc2C1 returned TDP1 cell CPT 10% and TDP1 cell noCPT -8%.
Screening Cc1c(C(=O)N2CCN(Cc3nccn3C)CC2)oc2c(F)cccc12 returned TDP1 cell CPT inconclusive and TDP1 cell noCPT inconclusive.
`CN(C)S(=O)(=O)N(CC(=O)Nc1ccc(F)c(F)c1)c1ccccc1` gave TDP1 cell CPT -17%, TDP1 cell noCPT -10% and KAT2A inh -10%.

Some of the compounds tested; rates above refer to the full screens.
